# Screens from PubChem.
# N370S GC = qHTS Assay for Inhibitors and Activators of N370S glucocerebrosidase as a Potential Chaperone Treatment of Gaucher Disease. Lysosomal acid glucosylceramidase (Homo sapiens), P04062. 330,000 compounds, 0.092% hits. Potency, µM (top dose mostly 59.4 µM), for the others: top-dose activity change, negative = inhibition, actives largely listed as inhibitors. N370S GC spleen homogenate, 4MU-glucoside fluorescence;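 note: 0% = full enzyme activity and -100% = no enzyme basal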
# TDP1 cell noCPT = qHTS for Inhibitors of human tyrosyl-DNA phosphodiesterase 1 (TDP1): qHTS in cells in absence of CPT; DT40 Tdp1-/- hTDP1 cells, no CPT, ATP luminescence, 48 h; Potency, µM (series often up to 46.2 µM), inactives show top-dose activity change, negative = growth inhibition, most hits filed as inhibitors; 420,000 compounds, 15% hits; AID 686978, 2013; note: nearly all actives have a fitted effect of over 55% in size
#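 Cells were dispensed at 400 per well, compounds added by pin tool, plates incubated ≥48 hr at 37 °C, then CellTiter-Glo added for 30 min at room temperature before luminescence reading. Line: DT40 Tdp1-/- complemented with hTDP1; camptothecin omitted.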
# TDP1 block = qHTS Assay for Inhibitors of Tyrosyl-DNA Phosphodiesterase (TDP1). Tyrosyl-DNA phosphodiesterase 1 (Homo sapiens), Q9NUW8. recombinant TDP1, AlphaScreen DNA substrate cleavage. Potency, µM (titrated, usually from 130 µM), for inactives: at the top dose activity change, negative = inhibition, most hits filed as inhibitors. 350,000 compounds, 0.28% hits. AID 485290, 2010; note: nearly all actives have a fitted effect of over 40% in size
# Target sequence (Q9NUW8 whole entry, looked up): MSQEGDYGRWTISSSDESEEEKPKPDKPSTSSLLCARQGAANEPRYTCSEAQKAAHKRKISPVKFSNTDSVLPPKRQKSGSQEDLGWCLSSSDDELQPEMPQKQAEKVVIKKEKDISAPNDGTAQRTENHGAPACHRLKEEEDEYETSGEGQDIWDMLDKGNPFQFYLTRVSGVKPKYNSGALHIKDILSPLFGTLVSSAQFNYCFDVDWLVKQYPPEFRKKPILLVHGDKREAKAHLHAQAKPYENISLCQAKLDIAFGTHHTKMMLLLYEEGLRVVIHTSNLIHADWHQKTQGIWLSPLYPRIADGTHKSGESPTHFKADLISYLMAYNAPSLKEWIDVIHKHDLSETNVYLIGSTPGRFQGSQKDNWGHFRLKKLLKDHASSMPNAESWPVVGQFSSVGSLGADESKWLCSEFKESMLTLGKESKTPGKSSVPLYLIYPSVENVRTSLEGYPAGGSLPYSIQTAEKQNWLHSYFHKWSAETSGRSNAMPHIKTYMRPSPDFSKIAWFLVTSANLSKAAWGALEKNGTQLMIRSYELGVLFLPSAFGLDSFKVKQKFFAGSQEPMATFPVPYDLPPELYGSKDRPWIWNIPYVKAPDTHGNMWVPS
#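 E. coli-derived human Tdp1, 1 nM final. Cpd preinc 15 min RT; substrate 15 nM final, 5 min RT; AS bead mix 10 ug/ml final, 10 min RT. Signal loss = tyrosine-FITC cleavage. No-enzyme wells = max signal.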
# * = called active by the depositor; u = inconclusive; x = no result given; & = joins results of further samples; [ ] = remark or other dose. Calls come from the whole dose curve; as a rule, active = well fitted curve in the direction sought with a large enough effect; inconclusive = small, poorly fitted or top-dose-only effect, or another doubt; inactive = no such curve, though single readings can be large; an effect the other way counts as inactive or inconclusive. Unless noted, % is set by controls: 0 for no effect and ±100 for the full control effect; potency is the fitted concentration of half-maximal effect.
Molecule,N370S GC,TDP1 cell noCPT,TDP1 block
CCCC(Cl)CCCC(Cl)CCC(Cl)CCC(Cl)CCC(Cl)CCCC(Cl)CCC (stereo not given),-1%,x,9%
Cc1ccc(S(=O)(=O)N(CCC(=O)Nc2ccc(OC(F)(F)F)cc2)c2ccccc2)cc1,10%,-26%,3%
Cc1ccccc1/C=C\c1nc2ccccc2c(=O)[nH]1,9%,16µM*,-19%
COCCc1nn2c(=O)cc(COC(=O)c3cccs3)nc2s1,x,4%,7%
CCOC(=O)c1[nH]c2ccccc2c1NC(=O)COC,0%,0%,-4%
COc1ccc(C)cc1NC(=O)CN1CCN(S(=O)(=O)c2ccc(Br)cc2)CC1,10%,3%&-19%,5%&-1%
O=C(CN1C(=O)S/C(=C\c2ccc(-c3cc(C(=O)O)ccc3Cl)o2)C1=O)Nc1ccc2c(c1)OCO2,1%,x,7.9µM*
NC(=O)NCc1ccccc1Cl,3%,-1%,x
Cc1ccccc1CCNC(=O)c1ccc(Cl)c(S(=O)(=O)N2CC(C)OC(C)C2)c1 (stereo not given),x,u,-6%
COc1cccc(-c2nc(CSCC(=O)NCCc3ccc(Cl)cc3)c(C)o2)c1,x,u,7%
CC(=O)NCCc1nc2cc(NC(=O)c3ccccc3C)ccc2n1C,0%,11%,6%
CCn1c(SCC(=O)Nc2ccc3c(c2)OCCO3)nnc1-c1cccs1,8%,-17%,2%
O=C(COc1ccccc1-c1nnc(-c2ccccc2)o1)Nc1ccc(Br)cc1F,x,-30%,2%
CCN(CC)CCNC(=O)c1ccc(NC(C)=O)cc1,9%&3%&-1%&4%,-2%&-15%&2%,7%
c1cncc(COC2CCCN(Cc3nc(-c4cccs4)no3)C2)c1 (stereo not given),-12%,-24%,x
O=C(O)c1cc(S(=O)(=O)NC23CC4CC(CC(C4)C2)C3)ccc1Cl,3%,3%,x

# By substructure, the compounds so far with four or more nitrogen atoms (three)
Molecule,N370S GC,TDP1 cell noCPT,TDP1 block
CC(=O)NCCc1nc2cc(NC(=O)c3ccccc3C)ccc2n1C,0%,11%,6%
CCn1c(SCC(=O)Nc2ccc3c(c2)OCCO3)nnc1-c1cccs1,8%,-17%,2%
c1cncc(COC2CCCN(Cc3nc(-c4cccs4)no3)C2)c1 (stereo not given),-12%,-24%,x

# Additional structures
Molecule,N370S GC,TDP1 cell noCPT,TDP1 block
COc1cccc(NC(=O)CN(C)S(=O)(=O)c2ccc3nc(C)sc3c2)c1,x,-25%,3%
CCOc1ccc(OCC)c(NC(=O)CN2CCN(CC(=O)NC(C)C)CC2)c1,-13%,u,6%
COC(=O)c1sc(NC(=O)COc2cccc(C)c2)nc1C,17%,-19%,-3%
CCCNC(C)(C)COC(=O)c1ccccc1,-17%,-3%&-72%,16%[21 µM]
COC(=O)[C@@H]1CC[C@H](C)[C@@H](c2ccc(C)cc2)N1C(=O)c1ccc(/C=N\O[C@@H](C)CN2CCCc3nc(C)c(C)cc32)cc1,-1%[12.8 µM],x,12%[21 µM]
Cc1ccc(C(=O)NC(=O)CSc2ncccc2C(=O)O)cc1,6%,22%,-3%
Cc1cc(C)cc(N2C(=O)N(CC(=O)c3ccc(Br)cc3)c3ccccc3S2(=O)=O)c1,x,-18%,5%
Cc1noc(C)c1NC(=O)N(C)C[C@H]1Oc2c(NC(=O)Cc3ccccc3)cccc2C(=O)N([C@H](C)CO)C[C@@H]1C,x,-9%,2%
Cc1ccc(S(=O)(=O)N(C)C)cc1NC(=O)CSc1nc2ncc(Cl)cc2[nH]1,-17%,u,-7%
Cc1cnc(CNc2ncnc3ccc(-c4ccoc4)cc23)cn1,-12%,-19%,x
COc1cc(C)ccc1OC(C)C(=O)Nc1ccc(N2CCCCC2)cc1 (stereo not given),x,13µM*,5%
CCN(CC(=O)Nc1ccccc1C(F)(F)F)C(=O)c1ccc(N2CCCC2=O)cc1,x,u,0%
COC(=O)c1c(C)sc(-c2c(-c3ccc4c(c3)OCCO4)[nH]c3c2c(=O)n(C)c(=O)n3C)c1O,x,-19%,2%
C#CCOCCOCCOCCNc1nc(N2CCN(C(=O)CCCCCCCCCCNC(=O)[C@H]([C@@H](C)CC)n3cc(CCCCCN)nn3)CC2)nc(N2CCN(C(=O)CCCCCCCCCCNC(=O)[C@@H]([C@H](C)O)n3cc(C)nn3)CC2)n1,u,u,7%
Cc1cc(NC(=O)C2CCCN(S(=O)(=O)c3cccc4nsnc34)C2)ccc1Br (stereo not given),x,u,9%
CC1(C)Cc2ccccc2-c2nc(-c3ccccc3)oc(=O)c21,7%,u,-9%

# Reformatted with values under each structure: entries from further up.
# Below each compound – N370S GC, TDP1 cell noCPT, TDP1 block
O=C(CN1C(=O)S/C(=C\c2ccc(-c3cc(C(=O)O)ccc3Cl)o2)C1=O)Nc1ccc2c(c1)OCO2
  1%, x, 7.9µM*
Cc1ccc(S(=O)(=O)N(C)C)cc1NC(=O)CSc1nc2ncc(Cl)cc2[nH]1
  -17%, u, -7%
Cc1ccccc1/C=C\c1nc2ccccc2c(=O)[nH]1
  9%, 16µM*, -19%
COC(=O)c1sc(NC(=O)COc2cccc(C)c2)nc1C
  17%, -19%, -3%
CCCNC(C)(C)COC(=O)c1ccccc1
  -17%, -3%&-72%, 16%[21 µM]
CCOc1ccc(OCC)c(NC(=O)CN2CCN(CC(=O)NC(C)C)CC2)c1
  -13%, u, 6%

# Carrying on:
Molecule,N370S GC,TDP1 cell noCPT,TDP1 block
CCOC(=O)C1CCCN(C(=O)Cn2nc(C)n3nc(-c4ccccc4)cc3c2=O)C1 (stereo not given),-10%,u,4%
C/C(=C/CCC(C)(O)C1CC[C@@]2(C)[C@@H]3CC=C4[C@@H](CC[C@H](O[C@H]5O[C@@H](CO)[C@H](O)[C@@H](O)[C@@H]5O)C4(C)C)[C@]3(C)C(=O)C[C@]12C)CO[C@@H]1O[C@H](CO)[C@@H](O)[C@H](O)[C@H]1O (stereo not given in full),x,5%,2%
COc1ccc2nc(Nc3nc4cc5c(cc4s3)OCO5)sc2c1,-1%,7.3µM*,6%
COc1cc(/C=N/NC(=O)c2cccc([N+](=O)[O-])c2)ccc1OCc1ccccc1,8%,u,-5%
O=C(O)CCCC(=O)Nc1ccc(C(=O)NCc2cccnc2)cc1,2%,-6%,-3%
COc1ccc(-c2nc(CN3CCC(C(=O)NCC4CCCO4)CC3)c(C)o2)cc1OC (stereo not given),0%,23%,2%
COc1ccc(CN2CCNC(=O)C2CC(=O)NC2Cc3ccccc3C2)c(OC)c1 (stereo not given),-2%,-20%,2%
O=C(COC(=O)CCc1ccc(S(=O)(=O)N2CCOCC2)cc1)NC(=O)NC1CCCCC1,-2%,-3%,2%
Nc1nc(-c2ccc([N+](=O)[O-])cc2)c(C(=O)Nc2ccc(Cl)cc2)s1,10%,-14%,5%
COc1ccc(NC(=O)c2ccccc2NC(=O)C2CC=CCC2C(=O)O)cc1 (stereo not given),-1%,-16%,1%
CCn1c2c(c3cc(Br)ccc31)CCC/C2=N\O,5%,u,4%
CCN(c1ccccc1)c1ncnc2c1cnn2-c1ccccc1,14%,u,3%
O=C1CCC(C(=O)OCc2ccccc2)N1 (stereo not given),6%,-2%,1%
O=C(CN(C(=O)c1ccccc1Cl)N1C(=O)C2C3C=CC(C3)C2C1=O)c1cccs1 (stereo not given),-3%,-12%,1%
COc1cc(CN2CCN(c3ccccc3C)CC2)cc([N+](=O)[O-])c1O,-1%,-6%,-5%
c1ccc(-c2nnc(-c3ccccc3)c(-c3c[nH]c4ccccc34)n2)cc1,x,u,5%
COc1ccc2[nH]c(=O)c(CN(CCO)C(=O)NCc3ccccc3)cc2c1,-2%,3%,1%
COc1cccc(CN(C(=O)c2cnccn2)C(C(=O)NC2CCCCC2)c2cc(OC)c(OC)c(OC)c2)c1 (stereo not given),0%,-26%,1%
O=C(NNC(=S)Nc1ccc(F)cc1)C1CC1c1ccc(Cl)cc1 (stereo not given),-20%,u,0%
O=C(COn1nnc2ccc(Cl)cc21)Nc1ccc(F)cc1,-10%,-23%,3%
CCC#CCOCC(=S)Nc1ccccc1,5%,x,3%
Cc1[nH]c(=O)nc(SCc2ccc(Cl)c(Cl)c2)c1C#N,-8%,-21%,3%
CSc1ncc(Cl)c(C(=O)Nc2nnc(SC)s2)n1,0%,-5%,8%
CC1CC(C#N)N(N(C)C)C1=C(C#N)C#N (stereo not given),2%,-14%,x
Cc1occc1C(=O)NNC(=O)C1CC1,3%,-1%,3%
O=C(NCCc1ccccc1)c1ccc(Cl)nc1,-1%,-9%,2%
NC(=O)Cn1cc(/C=N\NS(=O)(=O)c2ccccc2)c2ccccc21,-11%,19%,3%[56.1 µM]
N#C/C(=C\c1cccc(F)c1)c1nc(-c2cc3c(ccc4ccccc43)oc2=O)cs1,x,-10%,1%[2.28 µM]
COc1ccccc1N1CCN(C(=O)C2CC=CCC2C(=O)O)CC1 (stereo not given),3%,-8%,1%
Cc1ccc(OC(C)C(=O)Nc2ncc(Cl)cc2Cl)c([N+](=O)[O-])n1 (stereo not given),x,u,3%
COc1cccc(CNn2cnnc2)c1OCc1ccc(F)cc1,-2%,-3%,7%
O=C1CC(c2c(F)cccc2Cl)C2=C(COC2=O)N1 (stereo not given),-16%,1%,3%
CCCCc1cc(=O)oc2cc(C)cc(OCc3nn[nH]n3)c12,0%,-2%,6%
CC(C)C(=O)Nc1cc(=O)[nH]c2ncnn12,7%,-15%,1%
COc1ccc(-c2nc(SCC(=O)Nc3c(F)cccc3F)n[nH]2)cc1,-5%,-29%,x
N=C1/C(=C/c2coc3ccccc3c2=O)C(=O)N=C2SC(c3ccco3)=NN12,6%,u,x
COc1cccc(N2CCN(C(=O)c3cc(-c4ccc(F)cc4)[nH]c3C)CC2)c1,-9%,21µM*,x
O=C(Cn1cncn1)NCc1ccccc1Br,-3%,-11%,-3%
CCOC(=O)N1CCc2c(sc3c2c(=O)n(Cc2ccccc2)c(=O)n3Cc2cc(C)ccc2C)C1,x,7%,4%
Cc1cccc(-n2c(=O)c3ccccc3n(Cc3ccccc3)c2=O)c1,x,u,0%

# The last 2 entries of the part before open the next one:
Molecule,N370S GC,TDP1 cell noCPT,TDP1 block
CCOC(=O)N1CCc2c(sc3c2c(=O)n(Cc2ccccc2)c(=O)n3Cc2cc(C)ccc2C)C1,x,7%,4%
Cc1cccc(-n2c(=O)c3ccccc3n(Cc3ccccc3)c2=O)c1,x,u,0%
O=C(CS(=O)CC(=O)Nc1cccc2c1CCCC2)Nc1ccc(F)cc1 (stereo not given),-3%,-11%,-1%
O=C1NN(c2ccccc2)C(=O)/C1=C/c1ccc(-c2ccc(Cl)c(C(=O)O)c2)o1,-3%,-1%,16µM*
COc1ccccc1N1CCN(S(=O)(=O)CCNC(=O)Cc2ccc(F)cc2)CC1,-10%,u,x
CN(C)S(=O)(=O)c1ccc(C(=O)N2CC(=O)Nc3ccc(Br)cc3C2c2ccc(F)cc2)cc1 (stereo not given),x,u,9%
CCOc1ccccc1N(C)C(=O)CCS(=O)(=O)c1ccc2c(c1)NC(=O)C(C)S2 (stereo not given),0%,21µM*,5%
O=C1c2ccccc2C(=O)N1CCC#Cc1ccc2cc(CCCO)oc(=O)c2c1,x,-2%,2%
O=C(NCc1cccnc1)c1cccc(Cl)c1,-2%,2%,7%
COc1cc(C)c(CN2CCC(n3nccc3NC(=O)C3CCOC3)CC2)cc1C (stereo not given),-2%,8%,3%
CC(C)C(C(=O)NCc1ccco1)N(C(=O)CNS(=O)(=O)c1ccc(Cl)cc1)C1CCCC1 (stereo not given),6%,u,7%
Cc1cc(C)c(NC(=O)CSc2nc(=O)n(Cc3cccnc3)c3c2CCC3)c(C)c1,x,1%,3%
CN(C)CC(=O)N1c2ccccc2Sc2ccc(Cl)cc21,-15%,-15%,5%
O=C(N/N=C/c1ccc([N+](=O)[O-])cc1)c1cc(C2CC2)nc2ccccc12,7%,7.3µM*,x
Cc1nn(-c2ccccc2)c2c1C(c1ccc(Br)s1)C(C#N)=C(N)O2 (stereo not given),u,12µM*,10%
COc1ccc(NC(=O)NNC(=O)C(C)Oc2ccc3ccccc3c2)cc1OC (stereo not given),-2%,-5%,3%[56.1 µM]

# This is a subset (hit frequency here may not be typical).
